# N-glyco inh: N-linked glycosylation inhibition; D54 ERlucT glycosylation luciferase reporter, 24 h; percent of 100 nM tunicamycin response; actives 0.23% (n = 360,000); reporter increase, % at 12.5 µM;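 active = mean luciferase reporter signal, scaled so untreated is 0 and the glycosylation-blocking control 100, at or above a set limit in every replicate; inconclusive = mean reaches the limit but not every replicate does; inactive = mean below the limit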;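 also: luciferase carries N-glycosylation sites so blocking glycosylation raises the light; 0% = median of neutral control wells and 100% = median of 100 nM tunicamycin wells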
# aDG glyco up: alpha-DG glycosylation activation. actives 0.22% (n = 360,000). AID 624168. activation, % at 10 µM. Pro5-aDG cells, alpha-DG glycosylation AlphaScreen (IIH6); 0% Pro5, 100% B10-LARGE cell signal;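 active = activation of at least 8% versus controls, or a plate z-score of at least 8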;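 also: Pro5 are CHO cells carrying HIG-tagged alpha-DG that lacks glycosylation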
# MC4R barr agon: activates human MC4R beta-arrestin recruitment; activation, % at 8.9 µM; actives 0.98% (n = 360,000); U2OS MC4R beta-arrestin complementation, luminescence; percent of melanotan II response, DMSO zero; P32245;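 active = activation above a per-plate cutoff, the mean activation of sample wells on that plate plus 3 SD, cut at about 8% in these data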
# Target sequence (P32245 whole entry, looked up): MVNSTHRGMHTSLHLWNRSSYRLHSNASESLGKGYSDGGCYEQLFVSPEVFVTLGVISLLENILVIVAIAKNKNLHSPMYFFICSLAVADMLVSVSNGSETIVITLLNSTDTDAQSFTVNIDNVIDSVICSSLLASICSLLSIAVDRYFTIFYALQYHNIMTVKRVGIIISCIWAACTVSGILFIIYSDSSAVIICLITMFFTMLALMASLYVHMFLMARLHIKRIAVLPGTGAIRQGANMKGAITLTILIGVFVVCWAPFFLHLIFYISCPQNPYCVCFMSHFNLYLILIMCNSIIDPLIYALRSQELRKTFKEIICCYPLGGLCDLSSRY
# ABCB6 inh MLPCN: inhibitors of human ABC transporter ABCB6 | Q9NP58 | actives 0.19% (n = 360,000) | K562-ABCB6 porphyrin accumulation, flow cytometry, 1 h; hits give low values | fluorescence ratio to DMSO, % at 10 µM;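 active = fluorescence ratio to DMSO below 75%, the collection mean minus 3 SD; inconclusive = too few cells collected in the well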;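 also: signal is porphyrin accumulated inside mitochondria; 100% equals median channel fluorescence of DMSO control wells; lower ratio means ABCB6 inhibition with less porphyrin fluorescence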
# H9c2 protect: myocardial damage modulation in H9c2 cells | H9c2 cardiomyocytes, H2O2 injury protection, ATPLite, 2 h | protection from H2O2 cell death, % at 20 µM | actives 0.63% (n = 360,000) | AID 588492;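 active = compounds giving at least 50% protection of heart cells from peroxide-induced death in the single-dose screen, raw or plate-pattern-corrected value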;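 also: 0% = DMSO wells with peroxide and 100% = DMSO wells without peroxide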
# CaV13 FRET inh: Primary screen for inhibitors of IQ motif and Ca2+-dependent inactivation inhibitor domain binding in CACNA1D, Förster resonance energy transfer in living cells, …; HEK cells, CFP/YFP FRET ICDI-IQ, plate reader, 10 min; percent FRET-ratio fall versus neutral wells; actives 0.098% (n = 340,000); AID 743397; inhibition, % at 12.3 µM;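 active = mean replicate inhibition of at least 30% and at least 1% of replicates passing that level; inconclusive = only one of the two criteria is met; inactive = neither criterion is met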;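 also: 0% = median of the neutral control wells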
# HTR2A ag: mouse HTR2A agonism via beta-arrestin recruitment. CHO-K1 mHTR2A beta-arrestin complementation, luminescence; percent of 30 µM serotonin response. actives 0.66% (n = 360,000). activation, % at 7.6 µM. P35363. AID 624169;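 active = activation above a run cutoff, the mean activation of all tested compounds plus 3 SD, cut at about 14% in these data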;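 also: 0% = plate median of compound wells and 100% = 30 µM serotonin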
# Vif imaging: inhibitors of HIV Vif. inhibition, % at 7.49 µM. actives 0.35% (n = 340,000). AID 602346. HEK293T cells, Vif self-association by quenched fluorescence, imaging, 24 h; in the data active = inhibition above about 50%, passing the limit was not always enough; inconclusive = no clear call, values can overlap the other calls; inactive = below about 31%; also: some results filed as inactive read as strong as hits
# MC4R antagonist: human MC4R antagonism in cAMP assay | AID 540295 | MC4R-expressing cells, MTII-stimulated cAMP, LANCE TR-FRET | inhibition, % at 6.5 µM | actives 0.48% (n = 360,000);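 active = inhibition above its plate's cutoff, the mean of tested wells on that plate plus 3 SD, cut at about 29% in these data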;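 also: 0% = Melanotan II alone and 100% = Melanotan II plus saturating MCL0020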
#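 material = U2OS cells stably expressing human melanocortin 4 receptor (MC4R) | also added = Melanotan II challenge | dosing = single nominal compound dose of 6.5 µM | detection = TR-FRET with Eu-cAMP and labeled anti-cAMP, 671 nm | replication = singlicate | timing = compound 30 min, challenge 1 h, detection 1 h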
# PDI inh: blocks human protein disulfide isomerase activity; PDI insulin aggregation turbidity, A650, 90 min; inhibition, % at 10 µM; actives 0.052% (n = 350,000);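 active = mean inhibition across replicates of 30% or more, whatever share of single replicates reach that level; inconclusive = mean inhibition below 30% while every single replicate reaches 30%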;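 also: absorbance from insulin aggregation driven by PDI reduction with DTT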
# Target sequence (P07237 whole entry, looked up): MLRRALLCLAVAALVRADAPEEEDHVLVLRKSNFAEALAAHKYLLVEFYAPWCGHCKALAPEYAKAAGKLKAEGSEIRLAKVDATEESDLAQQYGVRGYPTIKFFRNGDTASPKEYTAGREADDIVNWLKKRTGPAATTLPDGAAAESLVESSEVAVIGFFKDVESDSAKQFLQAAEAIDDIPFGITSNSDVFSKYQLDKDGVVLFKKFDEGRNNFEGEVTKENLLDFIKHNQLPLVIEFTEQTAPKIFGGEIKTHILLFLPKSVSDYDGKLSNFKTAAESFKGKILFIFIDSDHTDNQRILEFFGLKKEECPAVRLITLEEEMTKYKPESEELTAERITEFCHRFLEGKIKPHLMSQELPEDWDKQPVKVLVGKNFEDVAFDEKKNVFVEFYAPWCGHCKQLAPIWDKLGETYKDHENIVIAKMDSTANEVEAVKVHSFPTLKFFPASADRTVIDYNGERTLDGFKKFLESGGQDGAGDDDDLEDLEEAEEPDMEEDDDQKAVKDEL
# The depositor's hits bear a star; ? = inconclusive; nt = no result given.
# A first look (2 entries):
# Second line of a record: N-glyco inh, aDG glyco up, MC4R barr agon, ABCB6 inh MLPCN, H9c2 protect, CaV13 FRET inh, HTR2A ag, Vif imaging, MC4R antagonist, PDI inh
COc1ccc(N2C(=O)CC(C)(C)CC2=O)cc1OC
  0, 0.1, -1.7, 101, 6, -4, 3, -17, 10, 4
CC(C)Nc1nc(NC(N)=S)nc(NC(C)(C)C)n1
  4, 0.3, -1.9, 97, 6, -5, 2, 0, 3, 6

# The list itself (from the top)
# Second line of a record: N-glyco inh, aDG glyco up, MC4R barr agon, ABCB6 inh MLPCN, H9c2 protect, CaV13 FRET inh, HTR2A ag, Vif imaging, MC4R antagonist, PDI inh
COc1ccc(N2C(=O)CC(C)(C)CC2=O)cc1OC
  0, 0.1, -1.7, 101, 6, -4, 3, -17, 10, 4
CC(C)Nc1nc(NC(N)=S)nc(NC(C)(C)C)n1
  4, 0.3, -1.9, 97, 6, -5, 2, 0, 3, 6
COc1ccc(S(=O)(=O)N(C)C)cc1NC(=O)CN1CCN(C(=O)C2CC2)CC1
  4, 0.0, -3.6, 97, 2, -7, 2, -5, 9, 2
CCCc1cc(CCC)n2nc(N)nc2n1
  0, -0.3, -1.8, 97, -3, -6, 15*, -4, -2, -3
CC1CC(C)CN(C(=O)/C=C/c2ccc([N+](=O)[O-])s2)C1 (configuration not stated)
  ?, 1.2, -2.3, 125, -9, -6, 2, 3, 0, -3
COc1cccc(NC(=O)CN(C)C(=O)COc2cc(C)ccc2Cl)c1
  1, -0.1, 0.2, 103, 1, nt, 1, 9, -5, 4
C[C@@H](NC(=O)c1nc[nH]c1C(=O)N1CCc2ccccc2C1)c1ccccc1
  3, 0.1, -1.0, 99, 6, -3, 0, -3, 7, 1
CC1(C(=O)Nc2ccc(Cl)c(Cl)c2)CCN1CCc1ccccc1 (configuration not stated)
  -2, 0.1, -2.3, 101, -14, -5, -1, 3, 14, 9
Cc1ccc([C@@H]2CC=C(C(=O)O)[C@H](c3cccc(Cl)c3)N2S(=O)(=O)c2ccccc2C)cc1
  0, 0.2, 1.4, 100, 5, -5, 0, nt, 1, 0
COc1ccc(NC(=O)C(=O)Nc2cccc3cccnc23)c(OC)c1
  -1, 0.2, 1.0, 96, 5, -20, -1, 10, -3, -6
COc1ccc(C(=O)N2CCCc3ccccc32)cc1Br
  -1, -0.1, -0.8, 102, -5, -19, 0, -11, 3, -2
COc1ccccc1Nc1nc(N)nc(CSC(=S)N2CC(C)CC(C)C2)n1 (configuration not stated)
  3, 0.4, -1.3, 102, -10, -6, 1, 2, -3, -2
Cn1c(CCNC(=O)c2ccco2)nc2cc(NS(=O)(=O)c3ccc(Cl)cc3)ccc21
  0, -0.1, -0.1, 98, 10, -5, 2, 5, 15, -2
Cc1ccc(NC(=O)/C(Cl)=C/c2ccccc2)cc1C
  -14, 0.1, -1.3, 95, -13, -4, -4, -6, 7, 5
CC(C)COc1ccc(-c2cc(C(=O)NN)[nH]n2)cc1
  2, -0.4, 1.9, 94, -5, -7, 10, 2, 9, 9
CSc1nc(-c2ccco2)cc(-c2ccccc2)c1C#N
  0, 0.2, 1.2, 102, -9, -1, 4, -2, -1, -1
Cc1cc(C(=O)NNC(C)Cc2ccccc2)no1 (configuration not stated)
  2, -0.1, -1.2, 102, 1, -10, -1, nt, 6, -3
O=C1C(Cl)=C(NCCCO)C(=O)c2ccccc21
  0, 8.7*, 1.5, 203, -20, -1, 5, nt, -36, -24
Cc1ccc(C)n1-c1ccc(-c2nnc3n2CCCCC3)s1
  0, -0.1, 0.0, 105, 11, -6, 6, 2, 39*, 0
CC(C)(C)c1nc2c(Br)cc(Br)cc2c(=O)o1
  2, -0.2, -1.2, 97, 1, -9, 4, -11, 6, -1

# Single records, as listed above.
# Record of CC(C)Nc1nc(NC(N)=S)nc(NC(C)(C)C)n1 → N-glyco inh: 4; aDG glyco up: 0.3; MC4R barr agon: -1.9; ABCB6 inh MLPCN: 97; H9c2 protect: 6; CaV13 FRET inh: -5; HTR2A ag: 2; Vif imaging: 0; MC4R antagonist: 3; PDI inh: 6
# Record of COc1ccc(S(=O)(=O)N(C)C)cc1NC(=O)CN1CCN(C(=O)C2CC2)CC1 → N-glyco inh: 4; aDG glyco up: 0.0; MC4R barr agon: -3.6; ABCB6 inh MLPCN: 97; H9c2 protect: 2; CaV13 FRET inh: -7; HTR2A ag: 2; Vif imaging: -5; MC4R antagonist: 9; PDI inh: 2

# Continued:
# Second line of a record: N-glyco inh, aDG glyco up, MC4R barr agon, ABCB6 inh MLPCN, H9c2 protect, CaV13 FRET inh, HTR2A ag, Vif imaging, MC4R antagonist, PDI inh
O=C(Nc1ccc2c(c1)C(=O)N(CC1CCCO1)C2=O)c1ccc(Cl)c(Cl)c1 (configuration not stated)
  -1, -0.3, 1.7, 91, -6, -4, 4, -36, 6, 3
CCO[C@H]1OC(C(=O)NCc2ccccc2)=C[C@@H](c2cn(C(C)=O)c3ccccc23)[C@@H]1CCCO
  0, 0.1, -2.1, 101, 10, -11, 1, 0, 10, 3
CN(/N=C/c1cccnc1)c1cnn(-c2ccc(F)c(Cl)c2)c(=O)c1Cl
  -2, -0.3, -0.3, 101, -2, nt, 1, -2, 13, 1
CC(=O)NCCC(=O)Nc1nc2ccc(Oc3ccccc3)cc2s1
  -12, 0.0, -1.0, 97, -7, -4, -5, 10, 8, 6
Cc1nc(N)sc1C(=O)OCC(C)C
  -2, 0.0, -0.7, 96, 3, 1, 2, -2, 0, -9
Cc1ccc(SCC(=O)N(C)C2CCS(=O)(=O)C2)cc1 (configuration not stated)
  3, 0.0, -0.7, 105, 6, -3, 3, 1, 25, 2
O=C(Nc1nccs1)[C@@H]1CC=C[C@@H]2CCN(Cc3ccccc3)C(=O)[C@@H]21
  4, -0.4, 1.2, 103, 0, -6, -7, 4, 17, 1
O=C(CN(Cc1ccccc1F)C(=O)Cn1nnc(-c2cccs2)n1)NCC1CCCO1 (configuration not stated)
  0, 0.0, 0.3, 97, 3, -9, 3, ?, -2, 5
O=C(Nc1nnc(COc2ccc(F)cc2)s1)c1cccs1
  1, 0.4, -1.8, 96, 1, -7, 1, -1, -1, 4
CCOc1ccc(N(Cc2cc3cc(OC)ccc3[nH]c2=O)S(C)(=O)=O)cc1
  0, -0.1, -0.6, 99, 7, -6, -4, 16, 17, 10
O=C(Cc1ccccc1)Nc1cccc([N+](=O)[O-])c1
  1, -0.1, -1.8, 102, -4, 15, -3, 0, 3, -13
COc1cc2c(cc1OC)C(C)N(C(C)=O)CC2 (configuration not stated)
  5, -0.2, 0.2, 100, -5, nt, 1, 14, -1, 6
Cc1cccc(NS(=O)(=O)c2ccc(C(=O)NCC(c3ccco3)N(C)C)cc2)c1C (configuration not stated)
  -2, 2.1, -1.1, 100, -1, -5, -3, -5, 4, 2
Cc1ccccc1CSc1ncc(C#N)c(N)n1
  -1, 0.1, 4.7, 96, 2, -8, -8, nt, 7, -5
CCN(CC(=O)Nc1ccccc1C(F)(F)F)C(=O)CN1C(=O)NC2(CCCC2)C1=O
  -2, 0.1, 0.6, 97, -2, -7, 2, nt, -2, 4
O=C(CCCN1C(=O)c2ccccc2C1=O)N1CCCCC1
  0, -0.3, -1.4, 101, -4, nt, 6, 9, -1, 1
O=C1NC(=O)/C(=C\c2ccc(Oc3ccc([N+](=O)[O-])cn3)cc2)S1
  -2, 0.3, -2.5, 99, -8, -4, 1, -10, -7, nt
CCCC(=O)Nc1cc(C(=O)O)ccc1Sc1ccccc1
  -1, -0.2, -3.1, 99, -6, -2, 3, -5, 5, 0
Nc1cc(C(=O)N2CCN(c3ccccc3Cl)CC2)ccc1N1CC2CC(C1)c1cccc(=O)n1C2 (configuration not stated)
  -1, -0.4, 0.4, 78, -6, 19, 18*, 3, 14, 12
O=C(C1CCCN(Cc2ccncc2)C1)N1CCc2ccccc2C1 (configuration not stated)
  3, 0.0, -0.1, 99, 1, nt, -3, -2, -6, 23
Cc1ccc(CNC(=O)c2ccccc2NS(=O)(=O)c2ccc(Cl)nc2)cc1
  -3, -0.2, -3.0, 99, -7, -10, -2, -20, 7, 10
O=C(O)/C=C/C(=O)Nc1ccc2c(c1)C(=O)c1ccccc1C2=O
  4, -0.1, -0.3, 94, 0, -4, -2, -2, -6, 1
COC(=O)C1CCN(S(=O)(=O)c2cc3c4c(c2)CCN4C(=O)CC3)CC1
  -1, -0.1, 2.2, 97, 0, -6, 13, nt, 16, 2
O=C(CCC(=O)c1ccc(Cl)cc1)NCc1ccccc1
  1, -0.1, 0.4, 101, 0, -3, 8, -4, -2, -12
Cc1ccc2nc(-c3cccc(Br)c3)c(Cc3ccccc3C(F)(F)F)n2c1
  -3, -0.2, nt, 107, -8, -6, -4, nt, nt, nt
c1ccc2c(c1)ncn2CCC1CCCCC1
  -2, 0.6, -1.0, 105, -8, -4, -2, 9, 0, -2
C=CC[N+](C)(C)CC(=O)OCc1ccccc1
  2, -0.1, -1.7, 95, 10, -7, -1, -9, 3, 2
C=CCNC(=S)N1CCN(c2cc3c(cc2F)c(=O)c(C(=O)O)cn3CC)CC1
  1, 0.1, -1.6, 101, -5, -9, 5, -1, 9, 10
CCCCn1c(N)c(N(CCOC)C(=O)CCc2ccc(OC)cc2)c(=O)[nH]c1=O
  -3, 1.3, 5.1, 97, 4, -5, 1, -3, -6, -18
Cc1c([N+](=O)[O-])c(C(=O)N2CCCC2)nn1C
  -1, -0.2, 0.2, 98, 1, -7, 1, -3, 6, -5
CC1CCCCN1CCNC(=O)C1CCCN(c2ncnc3c2nc2n3CCCCC2)C1 (configuration not stated)
  -3, -0.4, -3.5, 102, 3, -3, -8, 2, 8, 15
O=C(Cc1ccc(S(=O)(=O)N2CCOCC2)s1)Nc1ccc2c(c1)CCC2
  -2, 0.1, -1.3, 91, -1, nt, -3, nt, 8, 0
Cc1ccc(NC(=S)N(Cc2ccccc2)C(C)C)cc1
  0, -0.1, -1.5, 102, 0, -5, -4, 0, 0, 1
Cc1ccc(C)c(CN2CCC(n3nccc3NC(=O)C3CCCC3)CC2)c1
  -3, -0.4, -0.9, 89, -1, -6, -4, -11, 2, 6
CN(CC(=O)Nc1c(Cl)cccc1Cl)C(=O)c1cc2ccccc2cc1O
  -4, 0.1, 0.1, 99, 0, -14, 0, -3, 2, 7
N#Cc1ccccc1NC(=O)CN1CCOCC1
  2, 0.1, -1.9, 99, 7, -21, 3, -6, 8, 2
COc1ccc(CCN2C(=O)C=CC2=O)cc1OC
  -7, -0.4, -3.9, 94, -18, -14, -6, 3, 14, 1
CN(c1ccc(Cl)cc1)S(=O)(=O)c1nnc(NC(=O)c2ccco2)s1
  3, -0.3, -3.4, 99, 6, -3, 0, -1, 5, -9
O=C(NC(=S)Nc1cccc([N+](=O)[O-])c1)C1CCCC1
  1, 0.1, -2.5, 99, -9, nt, -11, -9, 5, -2
